EIF4E inhibitors = eIF4E expression suppression, luciferase knock-in reporter – cell-based, HT1080, primary screen (AID 1224817); HT1080 EIF4E-luc2 knock-in reporter, luciferase, 16 h; active compounds read low; log2 luciferase activity ratio at 2.5 µM; actives 1% (n = 2,000);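 active = log2 luciferase ratio at or below -0.5849, meaning signal at two thirds of solvent-only control or lower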;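 note: luciferase reports endogenous eIF4E expression since it is co-expressed from the native EIF4E locus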
* hit, by the source's call; & = joins results of further samples. Only part of the results is shown (hit frequency here may not be typical).

SMILES	EIF4E inhibitors
NS(=O)(=O)c1ccc(N=Nc2ccc(O)c(C(=O)O)c2)cc1	-0.12
O=C(O)CC(Sc1ccccc1)c1ccccc1 (stereo not given)	0.11
NNC(=O)Cc1cccnc1	0.27
CNc1ncnc(Sc2nc(N)nc3nc[nH]c23)c1[N+](=O)[O-]	-0.58
NC(N)=N/N=C(/c1ccccc1)c1ccc(O)cc1O	0.1
CN(CCc1ccccn1)c1ccc2c(c1)C(=O)c1ccccc1-2	0.21
O=C(O)c1c2c(c(O)c3c1CN(C1CCCCC1)CO3)OCN(C1CCCCC1)C2	0.18
NC(N)=Nc1nc2ccc([N+](=O)[O-])cc2[nH]1	-0.17
Cn1c([N+](=O)[O-])cnc1CN1CCN(CCO)CC1	0.27
CC(C)N1CCN(c2ccncc2S(=O)(=O)N2CCCCC2)CC1	-0.2
CC1(C)SC2C(NC(=O)Cc3ccccc3)C(=O)N2C1C(=O)O (stereo not given)	-0.034
CN(C)CCN1C(=O)CC[C@@]2(C)C1=CC[C@@H]1[C@@H]2CC[C@@]2(C)[C@H]1CC[C@]2(C)O	0.4
Nc1cc(C(=O)O)[nH]c(=O)n1	0.086
O=C(O)c1ccc(C(=O)c2ccccc2C(=O)O)cc1C(=O)O	-0.2
C[C@H](CCC(=O)O)[C@H]1CC[C@@]2(C)[C@@H]3C(=O)C[C@H]4C(C)(C)[C@@H](O)CC[C@]4(C)[C@H]3C(=O)C[C@]12C	-0.094
Nc1nc2c(c(=O)[nH]1)NC(CCNc1ccc(C(=O)O)cc1)CN2 (stereo not given)	-0.071
OCC(O)C(O)C(O)C(O)c1nc2ccc(Cl)cc2[nH]1 (stereo not given)	-0.097
COc1ccc2c(c1)[n+]([O-])c(/C(C)=N/NC(N)=S)c(C)[n+]2[O-]	0.19
Nc1[nH]c(=S)[nH]c(=O)c1N=Nc1c(Br)cc(S(N)(=O)=O)cc1Br	0.21
O=C1CN2CCN(CC2)CC(=O)Nc2ccc(cc2)S(=O)(=O)c2ccc(cc2)NC(=O)CN2CCN(CC2)CC(=O)Nc2ccc(cc2)S(=O)(=O)c2ccc(cc2)N1	-0.1
COc1cc(NCCC2CCCCN2)c2ncccc2c1 (stereo not given)	0.33
CN(C)CCNc1ccccn1	-0.001
NCOC(=O)Cc1ccc(Br)cc1	0.16
COc1ccc2cc1Oc1ccc(cc1)C[C@H]1c3cc(c(OC)cc3CCN1C)Oc1c(OC)c(OC)cc3c1[C@H](C2)N(C)CC3	0.08
COC(=O)[C@@H]1[C@H](O)[C@H](C)[C@H](O)[C@H](C)/C=C\C=C(C)C(=O)Nc2c(C)c(OC(C)=O)c3c(c2O)C(=O)C(C)=C2OCOC(=C23)C(C)=C[C@@](C)(O)[C@H](O)[C@@H](C)[C@H]1OC(C)=O	0.013
SMILES	EIF4E inhibitors
OCCSCc1cc(Cl)cc(Cl)c1O	-0.12
Nc1ccc(S(=O)(=O)NCc2nccs2)cc1	-0.052
NNC(=O)CS(=O)(=O)Nc1ncccn1	-0.27
COC1C(O)C(O)C(O)C(O)C1O (stereo not given)	-0.21
NC(Cc1ccccc1)(C(=O)O)C(=O)O	-0.16
Cc1cc(Cc2cc(C)c(N)cc2N)c(N)cc1N	0.01
Nc1ncnc2nc(N3CCN(CCO)CC3)[nH]c12	-0.23
O=C(N/N=C/c1ccc2c(c1)CCC2)c1ccccc1O	0.16
CC(C)c1ccccc1S(=O)c1ccccc1C(C)(C)O (stereo not given)	-0.18
CC(=NCC(=O)O)c1ccccc1	0.048
N=C(N)SCc1cccc2c(=O)cc(-c3ccccc3)oc12	-0.58
CC(C)CN(CC#N)CC(C)C	-0.16
[O-][n+]1c(CN2CCCCC2)nc2cccc3c2c1-c1ccccc1-3	0.28
CC(C)CNC(=O)O	0.12
N=C(N)SCCCN	0.23
Cn1c(=O)c2[nH]c(CCS)nc2n(C)c1=O	-0.26
NC(CO)C(=O)NCC(=O)O (stereo not given)	-0.023
Cc1cc2nc3[nH]c4c(Cl)cc(Cl)cc4c3nc2cc1C	-0.23
c1cc(CSc2ncnc3nc[nH]c23)ccn1	-0.2
O=c1c2ccccc2c2ccccc2c(=O)n1-c1cc2c3ccccc3ccc2c2ccccc12	0.26
CNCC(=O)NC(CO)C(=O)NC(CO)C(=O)NC1C(C(N)=O)OC(n2ccc(N)nc2=O)C(O)C1O (stereo not given)	0.12
CC(=O)OC1CCC2(C)C(=CC(C3C=C4CC(OC(C)=O)CCC4(C)C4=C3C3CC5OC6(CCC(C)CO6)C(C)C5C3(C)CC4)C3=C2CCC2(C)C3CC3OC4(CCC(C)CO4)C(C)C32)C1 (stereo not given)	0.12
COc1c(NC(C)=O)c2ccccc2c2ccccc12	-0.31
CC(C)(CCC(C)(C)c1ccccc1)c1ccccc1	-0.13
CC(C)(SCc1ccccc1)C(N)C(=O)O (stereo not given)	0.0022
SMILES	EIF4E inhibitors
O=C(O)CCNc1ncnc2nc[nH]c12	-0.088
O=C(Cn1ccc(=O)[nH]c1=O)Nc1ccc(C(=O)O)c(O)c1	-0.28
CC1(C)OCC(C2OC(On3nnc4ccc(Cl)cc43)C3OC(C)(C)OC23)O1 (stereo not given)	0.24
COc1cc(Cl)c(CC(=O)c2c[nH]c3ccccc23)cc1OC	-0.026
Cc1ncc(COP(=O)(O)O)c(C)c1O	0.15
NC(Cc1cccc([N+](=O)[O-])c1)C(=O)O (stereo not given)	-0.18
CN(C)CC(CN(C)C)c1ccccn1	-0.034
C[N+](C)(C)C(Cc1c[nH]c(=S)[nH]1)C(=O)O (stereo not given)	-0.18&0.079
CN1CCN(CCCNN)CC1	0.037
O=C(CCN1CCOCC1)Nc1ccc(F)cc1F	0.31
NC(CSCc1ccc(I)cc1)C(=O)O (stereo not given)	-0.098
O=C(O)C1CCCN1Cc1cc2ccccc2c2ccccc12 (stereo not given)	-0.076
O=C(O)CCc1nc(-c2ccccc2-n2cccc2)no1	0.61
Cc1[nH]c(C)c(CN(C)C)c1CN(C)C	0.25
O=C(O)/C=C\C(=O)Nc1ccccn1	0.084
CC1CN(CCO)CCN1c1ccccc1 (stereo not given)	0.39
O=C(NC1(C(=O)O)CCCC1)c1ccccc1	-0.22
COC(=O)NC1C(C)OC(OC2C/C=C(/C)C3C=CC4C(OC5CC(OC6CC(O)C(OC7CC(O)C(OC)C(C)O7)C(C)O6)C(O)C(C)O5)C(C)CC(C)C4C3(C)/C(O)=C3\C(=O)OC4(CC(C)C(CO)=CC4/C=C\2C)C3=O)CC1(C)[N+](=O)[O-] (stereo not given)	0.17
CN(CCO)Cc1ncccc1O	-0.62*
COc1ccc(/C=N/NC(=O)O)cc1	0.16
CC(C)(C)c1ccc(OCC(=O)O)c(Cl)c1	-0.072
Cc1cc2nc3[nH]c(=O)[nH]c(=O)c3nc2cc1C	0.24
N=C(N)SC(c1ccccc1)c1ccccc1	-0.23
Cn1c(CC(O)c2nc3ccccc3n2C)nc2ccccc21 (stereo not given)	0.11
O=C(O)CC1OCC=C2C[N+]3([O-])CCC45c6ccccc6NC4C1C2CC53 (stereo not given)	0.19

5 of the entries above in order of the EIF4E inhibitors value, highest first:
| structure | EIF4E inhibitors |
| --- | --- |
| O=C(CCN1CCOCC1)Nc1ccc(F)cc1F | 0.31 |
| Cc1cc2nc3[nH]c(=O)[nH]c(=O)c3nc2cc1C | 0.24 |
| O=C(O)CC1OCC=C2C[N+]3([O-])CCC45c6ccccc6NC4C1C2CC53 (stereo not given) | 0.19 |
| CC(C)(C)c1ccc(OCC(=O)O)c(Cl)c1 | -0.072 |
| NC(Cc1cccc([N+](=O)[O-])c1)C(=O)O (stereo not given) | -0.18 |

Ordered by count of non-hydrogen atoms (smallest number first): some entries from above
SMILES	EIF4E inhibitors
CN1CCN(CCCNN)CC1	0.037
O=C(O)CCNc1ncnc2nc[nH]c12	-0.088
Cn1c(=O)c2[nH]c(CCS)nc2n(C)c1=O	-0.26
COc1c(NC(C)=O)c2ccccc2c2ccccc12	-0.31
CN(C)CCN1C(=O)CC[C@@]2(C)C1=CC[C@@H]1[C@@H]2CC[C@@]2(C)[C@H]1CC[C@]2(C)O	0.4

Continued.
SMILES	EIF4E inhibitors
CCCn1cnc2c(SCc3ccc(Cl)cc3)nc(N)nc21	-0.021
O=C(O)C1CCCCC1C(=O)Nc1nc2ccccc2[nH]1 (stereo not given)	0.018
Cc1c2cc[n+](CCN3CCCCC3)cc2c(C)c2c1[nH]c1ccc(O)cc12	-0.23
Cc1ccc(-c2nnc(-c3ccc4ccccc4c3)o2)cc1	0.37
O=C(O)c1ccc([N+]2=Cn3c(nc4ccccc43)C2)cc1	0.059
Cn1c(=S)c2[nH]c(SCc3cccnc3)nc2n(C)c1=O	-0.062
Oc1ccc(-c2nc(-c3cccnc3)c(-c3ccc(F)cc3)[nH]2)cc1	-0.34
CC1(C)N=C(N)N=C(N)N1c1cccc(OCc2cccc([N+](=O)[O-])c2)c1	-0.045
NS(=O)(=O)c1cc(C(=O)O)c(Cl)c([N+](=O)[O-])c1Cl	-0.14
Cc1nnc(S(=O)(=O)c2ccc(N=Nc3c(N)nc(N)nc3N)cc2)s1	0.058
CCCCn1cnc2c(c(CC#N)nn2-c2ccccc2)c1=N	-0.14
COc1ccc(C(O)c2ccccn2)cc1 (stereo not given)	-0.083
Clc1ccc2c(NC3CCC(N4CCCCC4)CC3)ccnc2c1 (stereo not given)	0.036
O=C(O)c1cc2ccccc2c(S(=O)(=O)O)c1O	-0.2
O=CNc1ncn[nH]1	-0.39
c1c[nH]c(CN2CCOCC2)n1	0.18
Cc1cc(O)c(-c2cc(O)c(C)cc2O)cc1O	-0.17
CC(C)(C)CC(C)(C)c1ccc(O)c(C[N+](C)(C)[O-])c1	-0.042
COc1ccc2c(=O)cc(-c3ccncc3)oc2c1OC	-0.23
CN(C)Cc1cc(C(C)(C)C)ccc1-c1ccc(C(C)(C)C)cc1CN(C)C	0.0085
Cc1ccc(CCCC(=O)O)cc1C	-0.15
Cc1ccccc1CN1CC2=C(CCN(Cc3ccccc3)C2=O)N2CCN=C12	0.22
CN(C)CCCN1c2ccccc2CCc2ccccc21	0.15
O=c1cc(N=Nc2ccc(O)cc2)[nH]c(=O)[nH]1	-0.049
O=C1c2ccccc2C(=O)c2c(NC(=O)c3ccc4c5c(ncnc35)-c3ccccc3C4=O)cccc21	0.47
SMILES	EIF4E inhibitors
NCCSSCCN	0.012
O=C(O)c1cccc(CC(Br)C(=O)O)c1 (stereo not given)	0.018
COC(=O)C1C2CC3c4[nH]c5cc(OC)ccc5c4CCN3CC2CC(OC(=O)CCc2cc(OC)c(OC)c(OC)c2)C1OC (stereo not given)	0.012
Cc1ccc(CN2CCN(Cc3ccc(C)o3)C(C)C2)o1 (stereo not given)	0.36
CC(=O)C1CCCC(=O)/C=C/C(=O)O1 (stereo not given)	-0.11
N=C(N)CCNC(=O)C1CCC(N)=N1 (stereo not given)	-0.0018
N=c1nc(N)nc(N)n1-c1ccc(S(N)(=O)=O)cc1	0.025
C(=N\Nc1nnc2c(n1)[nH]c1ccccc12)/c1cccnc1	1
CC(=O)/C(=C/c1ccccc1F)C(=O)c1ccccc1	-0.035
O=C1CSC(=S)N1/N=C/c1ccc(Cl)c([N+](=O)[O-])c1	-0.26
CC(=O)OC1CCC2(C)C(=CCC3C2CCC2(C)C3CC3OC4(CCC(C)CN4)C(C)C32)C1 (stereo not given)	0.075
Clc1ccc(-c2noc(CN3CCCCC3)n2)cc1	0.58
N=C(N)SCC(=O)O	-0.062
Oc1ccccc1CNCc1ccccc1O	-0.21
CC12CCC3c4ccc(O)cc4CCC3C1C/C(=N\O)C2O (stereo not given)	-0.14
Cc1ccc2c(c1)NC(c1ccc(C(=O)O)cc1)c1cccn1-2 (stereo not given)	-0.16
CN1C(c2ccccc2)CC(=NO)CC1c1ccccc1 (stereo not given)	-0.064
N#C/C(=C\N1CCNC1=S)C(=O)c1ccc2ccccc2c1	-0.12
OCCCN=C1CCCCC1	0.12
O=C(C[n+]1ccc2ccccc2c1)c1ccc2ccc3ccccc3c2c1	-0.11
C[N+](C)(C)C(C1=CCCC1=O)c1ccccc1 (stereo not given)	0.071
CN1[C@@H]2C[C@@H](OC(=O)[C@H](CO)c3ccccc3)C[C@H]1[C@@H]1O[C@@H]12	0.34&-0.29
Cc1cc(O)c(C(C)C)cc1C1(c2cc(C(C)C)c(O)cc2C)OC(=O)c2ccccc21	-0.12
CCOC(=O)CCCN	-0.064
CN(C)CCN(c1ccccn1)c1ccccn1	-0.03
SMILES	EIF4E inhibitors
Cc1cc(Cl)nc2ccc(Cc3ccc4nc(Cl)cc(C)c4c3)cc12	-0.02
C=C1C(=O)OC2CC(C)C3(O)CCC(=O)C3(C)CC12 (stereo not given)	-0.24
Nc1nc(-c2cccs2)cs1	-0.082
O=C(CC(=O)c1ccncc1)c1ccccc1	0.62
Nc1nc(SCCc2ccccc2)c2[nH]cnc2n1	0.23
Nc1cc(S(N)(=O)=O)ccc1SSc1ccc(S(N)(=O)=O)cc1N	0.088
[O-]c1c[n+](CCCC[n+]2cc([O-])on2)no1	-0.23
CC(=O)OC1CCC2(C)C(=CCC3C2CCC2(C)C(C(C)C(=O)O)CCC32)C1 (stereo not given)	-0.25
CN(C)C(=O)C1CCN(Cc2c[nH]c3ccccc23)CC1	0.0036
O=C(O)c1ccc([N+](=O)[O-])c(P(=O)(O)O)c1	-0.31
CC(C)C1=CC23CCC4C(C)(C(=O)O)CCCC4(C)C2CC1C(C(=O)O)C3C(=O)O (stereo not given)	0.0046

Entries above with an aryl thioether with sulfur outside any ring (six):
SMILES	EIF4E inhibitors
O=C(O)CC(Sc1ccccc1)c1ccccc1 (stereo not given)	0.11
CNc1ncnc(Sc2nc(N)nc3nc[nH]c23)c1[N+](=O)[O-]	-0.58
c1cc(CSc2ncnc3nc[nH]c23)ccn1	-0.2
CCCn1cnc2c(SCc3ccc(Cl)cc3)nc(N)nc21	-0.021
Cn1c(=S)c2[nH]c(SCc3cccnc3)nc2n(C)c1=O	-0.062
Nc1nc(SCCc2ccccc2)c2[nH]cnc2n1	0.23
